VLA-4 inh: inhibition in a human VLA-4 binding assay; VLA-4 expressing cells, ligand binding flow cytometry; 330,000 tested, 0.2% active; P13612; inhibition, % (about 7 µM as worked out from the volumes in the protocol); in the data active = inhibition above about 50%
BCLXL inh: inhibitors of human Bcl-xL; 320,000 tested, 0.7% active; GST-Bcl-xL / FITC-Bim BH3 peptide fluorescence polarization; inhibition, % at 10.9 µM; AID 2129;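 active = inhibition above the mean of all tested compounds plus 3 SD, cutoff set per campaign, cut at about 30% in these data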;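 note: 0% = DMSO wells and 100% = unlabeled Bim-BH3 peptide competitor; inhibitors lower millipolarization by displacing the labeled peptide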
Target sequence (Q07817 whole entry, looked up): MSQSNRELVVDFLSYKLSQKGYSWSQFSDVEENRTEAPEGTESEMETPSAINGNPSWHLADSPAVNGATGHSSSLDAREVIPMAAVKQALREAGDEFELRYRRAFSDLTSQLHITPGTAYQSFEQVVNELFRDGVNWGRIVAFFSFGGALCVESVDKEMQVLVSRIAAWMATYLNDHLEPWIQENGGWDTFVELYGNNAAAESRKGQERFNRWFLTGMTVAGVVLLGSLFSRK
MCL1-BIM inh: inhibitors of human MCL1 binding to BIM-BH3 peptide. Q07820. GST-MCL1 / FITC-Bim-BH3 fluorescence polarization. inhibition, % at 10.9 µM. 320,000 tested, 0.68% active;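 active = inhibition above the mean inhibition of all tested compounds plus 3 SD, set per campaign, cut at about 40% in these data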;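 note: 0% = DMSO wells and 100% = unlabeled Bim-BH3 peptide control; higher means more loss of mP so more displacement of Bim peptide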
Target sequence (Q07820 whole entry, looked up): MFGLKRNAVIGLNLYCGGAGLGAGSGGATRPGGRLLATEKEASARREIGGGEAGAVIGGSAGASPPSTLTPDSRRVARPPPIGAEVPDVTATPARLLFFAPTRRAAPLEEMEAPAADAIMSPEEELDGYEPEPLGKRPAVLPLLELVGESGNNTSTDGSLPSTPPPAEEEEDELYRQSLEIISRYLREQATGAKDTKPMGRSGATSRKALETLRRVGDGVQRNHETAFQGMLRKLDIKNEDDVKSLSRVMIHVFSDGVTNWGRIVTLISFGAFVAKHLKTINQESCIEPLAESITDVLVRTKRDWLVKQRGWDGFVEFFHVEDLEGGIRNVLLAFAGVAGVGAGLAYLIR
CR mimetic SO: yeast age-related superoxide inhibition as caloric restriction mimetic; superoxide response (% of plate mean), % at 10 µM; 330,000 tested, 0.18% active; AID 2690; S. cerevisiae aged cells, superoxide DHE fluorescence; active compounds read low;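 active = superoxide response under a set limit, about three screen SD below normal, cut at about 65% in these data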;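 note: yeast aged for seven days with compound at 30 °C before DHE staining; 100% = average MFI of all compound-treated wells on the plate with controls excluded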
AGP1 TOR yeast: alters AGP1-GFP fluorescence in TOR pathway yeast screen. GFP response vs DMSO, % at 10 µM. AID 2066. 320,000 tested, 0.02% active. S. cerevisiae AGP1-GFP multiplex flow cytometry, 3 h; GFP as percent of DMSO wells;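 active = GFP response relative to DMSO above a set limit, near screen average plus 3 SD, cut at about 150% in these data; inconclusive = fewer than 70 cells counted for the yeast strain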;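 note: median GFP channel fluorescence of the gated AGP1 strain per well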
GRK2 aptamer HTS: inhibitors of human GRK2 displacing RNA aptamer; bead flow cytometry, FAM-aptamer displacement from GRK2; inhibition of aptamer binding, % at 10 µM; 330,000 tested, 0.59% active;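 active = inhibition of aptamer binding above 40%, roughly 3 SD of noise, on plates passing a quality check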;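 note: median bead fluorescence of bound FAM aptamer so fluorescent compounds give negative values; no value below 0 was filed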
GLD-1 TGE inh: GLD-1-TGE RNA interaction inhibition (C. elegans); purified GLD-1 + fluorescein TGE RNA, fluorescence polarization; Q17339; 320,000 tested, 0.44% active; inhibition, % at 5.96 µM;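 active = percent inhibition above a per-plate cutoff, the plate mean of test compounds plus 3 SD, cut at about 30% in these data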;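 note: 0% = DMSO wells with GLD-1 and probe and 100% = wells lacking GLD-1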
Target sequence (Q17339 whole entry, looked up): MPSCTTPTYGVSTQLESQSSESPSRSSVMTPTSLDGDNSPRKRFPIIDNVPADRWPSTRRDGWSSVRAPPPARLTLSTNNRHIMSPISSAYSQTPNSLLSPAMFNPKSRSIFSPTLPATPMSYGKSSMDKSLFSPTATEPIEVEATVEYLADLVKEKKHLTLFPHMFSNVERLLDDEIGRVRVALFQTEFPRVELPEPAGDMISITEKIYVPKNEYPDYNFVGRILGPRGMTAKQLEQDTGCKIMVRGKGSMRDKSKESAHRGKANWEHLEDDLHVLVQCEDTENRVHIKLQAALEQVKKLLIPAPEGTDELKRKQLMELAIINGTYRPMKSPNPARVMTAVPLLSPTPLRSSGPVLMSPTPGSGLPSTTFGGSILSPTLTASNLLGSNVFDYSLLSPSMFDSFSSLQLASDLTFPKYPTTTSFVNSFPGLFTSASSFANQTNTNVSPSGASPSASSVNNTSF
MEX-5 binding: C. elegans MEX-5 TCR-2 RNA binding activity; Q9XUB2; MEX-5/FITC-TCR2 RNA binding, fluorescence polarization; active compounds read low; activity score (negative = inhibition of binding), % at 10 µM; 300,000 tested, 0.38% active; AID 1832;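 active = inhibition past about -25% in most replicates, and total fluorescence under double the plate's negative control median, limit read from the data; inconclusive = replicates evenly split on the limit, or fluorescence at least double controls; inactive = too little inhibition in most replicates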;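 note: 0% = DMSO and -100% = 5 µM competing unlabeled TCR2 RNA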
CIT2-GFP yeast: modulators of TOR pathway CIT2-GFP in S. cerevisiae | 320,000 tested, 0.065% active | S. cerevisiae CIT2-GFP strain, flow cytometry, 3 h; 100 means same as DMSO wells | GFP response vs DMSO, % at 10 µM;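 active = GFP response relative to DMSO above a set limit, near the screen mean plus 3 SD, cut at about 150% in these data; inconclusive = Fewer than 70 cells measured for a yeast strain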;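 note: ratio of well median GFP fluorescence to mean of DMSO wells on the plate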
The depositor's hits bear a star; i = inactive; ? = inconclusive; . = not tested or not shown; [ ] = another dose, or the depositor's remark. Compounds as they come; about 2.1% have a hit in one of these screens.

SMILES	VLA-4 inh	BCLXL inh	MCL1-BIM inh	CR mimetic SO	AGP1 TOR yeast	GRK2 aptamer HTS	GLD-1 TGE inh	MEX-5 binding	CIT2-GFP yeast
Cc1ccc(C)c(S(=O)(=O)NC(CC(C)C)C(=O)O)c1 (stereo not given)	-3	-3	-1	105	98	0	7	0.0	107
O=C(Nc1ccc(F)cc1)C(=O)c1cn(CC(=O)N2CCOCC2)c2ccccc12	5	-2	-2	106	94	3	1	-1.9	95
CON1C(=O)C(=O)N(OC)C2CCCCCC21 (stereo not given)	-22	8	9	105	105	0	2	2.1	106
COCCNc1nc(C)cc(-c2cc(C(=O)Nc3ccccc3)on2)n1	33	2	4	108	89	2	-5	1.6	93
N#Cc1ccc(S(=O)(=O)N2CCN(Cc3cccs3)CC2)cc1	-5	-3	-2	86	101	1	7	.	98
O=C(O)CSc1nnc2c(n1)[nH]c1ccccc12	12	7	6	105	98	0	6	-8.9	97
O=C(/C=C/Nc1ccccc1F)c1cccs1	-14	-3	-16	105	96	0	3	-2.1	103
COc1cc(CCC(=O)Nc2nccs2)cc(OC)c1OC	5	1	3	100	98	4	3	-2.5	94
O=C(CNC(=O)c1ccccc1F)NCCc1ccc(Cl)cc1	13	2	7	92	97	0	2	1.1	106
COc1ccccc1-c1cc(C(=O)NN)[nH]n1	19	3	4	95	114	0	7	-3.0	110
CC1CCN(C(=O)C2(NC(=O)Nc3cccc(F)c3)CCCCC2)CC1	10	-1	5	91	108	0	17	-2.9	101
O=C(O)c1ccc(S(=O)(=O)c2ccc3c(c2)C(=O)N(c2ccc(Br)cc2)C3=O)cc1	2	5	5	108	96	2	4	-2.1	101
CCOc1cc(C)c(Cl)cc1S(=O)(=O)n1nnc2ccccc21	21	1	0	117	99	0	3	0.6	101
C/C(=N\NC(=O)c1cccc(S(=O)(=O)N2CCCCC2)c1)c1ccc(C)o1	-2	3	7	106	96	0	2	.	98
CC[C@]12c3[nH]c4ccccc4c3CCN1C(=O)C(CC(=O)NCCc1ccccn1)C[C@@H]2C(=O)N1CCN(C(=O)C2CC2)CC1 (stereo not given in full)	9	.	.	115	77	1	0	.	88
O=C(Cn1cnc2sc(-c3ccccc3)cc2c1=O)NCc1ccco1	1	4	62*	94	92	1	-4	.	96
CCC(=O)Nc1ccc(C(=O)Nc2cccc(C)n2)cc1	21	-4	-4	97	96	0	8	-0.4	103
Cn1cc(CN(Cc2ccccc2)C[C@@H]2CCC(=O)N2)c(-c2ccccc2F)n1	32	4	-5	113	110	0	-1	0.6	109
CCOc1ccc(OCc2ccc(C(=O)NCc3cccnc3)o2)cc1	2	5	-3	95	99	4	-2	1.3	96
CC(C)(C)NC(=O)c1sccc1C(=O)O	5	5	0	108	110	0	-6	-4.1	108

Some of the entries so far, comma-delimited:
SMILES,VLA-4 inh,BCLXL inh,MCL1-BIM inh,CR mimetic SO,AGP1 TOR yeast,GRK2 aptamer HTS,GLD-1 TGE inh,MEX-5 binding,CIT2-GFP yeast
Cn1cc(CN(Cc2ccccc2)C[C@@H]2CCC(=O)N2)c(-c2ccccc2F)n1,32,4,-5,113,110,0,-1,0.6,109
CCOc1ccc(OCc2ccc(C(=O)NCc3cccnc3)o2)cc1,2,5,-3,95,99,4,-2,1.3,96

Additional entries
SMILES	VLA-4 inh	BCLXL inh	MCL1-BIM inh	CR mimetic SO	AGP1 TOR yeast	GRK2 aptamer HTS	GLD-1 TGE inh	MEX-5 binding	CIT2-GFP yeast
COc1ccccc1NC1CCCCC1NS(=O)(=O)c1ccccc1 (stereo not given)	22	6	3	137	116	2	1	1.5	120
COc1ccccc1NC(=O)c1ccc(NC(=O)Cc2n[nH]c(=O)c3ccccc23)cc1	3	-11	-4	106	108	2	9	-1.0	104
C=CCNC(=S)N1CCN(Cc2ccc3c(c2)OCO3)CC1	14	0	2	101	95	.	-4	1.0	102
CC(=O)Nc1nc(-c2ccc3ccccc3c2)cs1	11	2	10	114	98	1	-5	0.0	101
COc1ccccc1C(=O)Nc1nnc(S(=O)(=O)N2CCCCCC2)s1	0	6	4	97	100	0	7	-1.5	97
COc1ccc(NC(=O)CNc2cccc(C#N)c2)cc1Cl	-17	-3	-15	82	102	0	9	2.6	101
Cc1oc(=O)c(NC(=O)c2ccccc2)cc1C(C)O (stereo not given)	0	2	1	92	97	1	-1	1.6	96
Cc1ccc(C(=O)N/C(=C\c2cccs2)C(=O)N2CCN(C)CC2)cc1C	0	-1	-2	117	98	1	6	0.5	94
CCOC(=O)c1ccc2c(c1)nc(SCC(=O)N1CCOCC1)n2CC	-2	-13	-9	98	80	0	-3	-1.2	96
N#Cc1cc(-c2ccccc2)c[nH]c1=O	1	1	6	100	106	8	0	0.1	103
COc1ccc(OCC(=O)NC(=O)c2ccccc2)c([N+](=O)[O-])c1	15	6	4	109	102	0	-2	.	94
CCC(=O)Nc1c(C(=O)N2CCCCCC2)cnn1-c1ccc(C)c(C)c1	-6	5	1	79	103	2	0	-1.4	107
CCOc1cc(/C=N/NC(=O)Nc2ccccc2)ccc1O	12	7	3	78	103	0	4	-0.6	121
CN(C)c1ccc(-c2sc(Nc3ccccc3)n[n+]2-c2ccc(F)cc2)cc1	i	1	9	109	87	1	-86	9.4	100
O=C1C2CC=CCC2C(=O)N1c1ccc(NCCc2ccc(O)cc2)c([N+](=O)[O-])c1 (stereo not given)	17	1	1	106	98	0	-3	-0.8	100
COc1cccc(-c2ccc(NC(=O)C3CCCN(CCCn4cccn4)C3)cc2)c1 (stereo not given)	2	8	-1	105	96	0	-3	2.1	93
CCOc1ccccc1NC(=O)c1ccc(-n2cncn2)nc1	-14	9	7	106	96	2	-5	0.3	111
Nc1cc(S(=O)(=O)Nc2ccccc2Cl)ccc1N1CCCCC1	11	.	.	109	100	1	2	.	104
COc1ccc(/C=N/NC(=O)c2cccc(C(=O)N/N=C/c3ccc(OC)cc3)n2)cc1	3	1	6	103	101	3	5	40	87
CCCn1cc(SCC(=O)Nc2cc(C)on2)c2ccccc21	10	5	5	105	110	4	1	1.6	103
CC(OC(=O)c1ccc([N+](=O)[O-])s1)C(=O)NC1CCCCC1C (stereo not given)	38	-7	-6	150	105	33	-3	.	94
O=C(Nc1ccc(S(=O)(=O)NCc2ccccc2)cc1)c1ccc(Br)o1	2	3	-5	89	107	0	0	3.3	106
CC(C)N(C(=O)CSc1nc2ccccc2n1Cc1ccc(F)cc1)C(C)C	26	8	3	97	.	1	-4	3.1	97
O=C(Nc1ccc(NC(=O)C2CCCCC2)nc1)c1ccccn1	15	10	16	104	100	2	3	-1.3	98
CCN(CC)S(=O)(=O)c1ccc(Cl)c(C(=O)NC)c1	0	-2	-2	96	99	2	5	-0.1	101
CC(C)(C)Cc1nnc(NC(=O)CSc2ccccc2)s1	-5	12	22	106	146	25	-1	-3.7	105
O=C(N=C1SC2CS(=O)(=O)CC2N1Cc1ccc(Cl)cc1)C1CC1 (stereo not given)	-5	3	-1	91	101	8	3	0.9	100
COc1ccccc1NC(=O)Nc1ccc2[nH]c(=O)[nH]c2c1	9	4	2	105	96	0	4	1.9	100
CC1(C)NC(=O)N(CC(=O)N2CCN(c3ccc([N+](=O)[O-])cc3)CC2)C1=O	-12	0	-5	99	96	1	2	.	98
CN(C)CC(C)(C)CNS(=O)(=O)c1cccc(Cl)c1Cl	17	-8	-18	92	104	0	4	-2.2	102
CCOc1cc(C(=O)NCc2ccccc2)ccc1OCC(=O)N1CCOCC1	2	0	5	90	104	2	-1	-0.8	100
CN(c1ccc(OCC(=O)OCC(=O)Nc2ccc(OC(F)F)cc2)cc1)S(=O)(=O)c1cccs1	-6	.	.	93	102	0	6	.	103
CCN(CC)S(=O)(=O)c1cccc(C(=O)Nc2cc(C)cc(C)c2)c1	8	-6	-6	87	90	0	1	-4.6	87
COc1cccc(-c2cc(C(=O)Nc3ccncc3)c3ccccc3n2)c1	12	5	7	101	92	0	4	0.9	88
NC(=O)NC(c1ccccc1)c1ccccc1	3	2	-11	111	68	0	0	-2.8	62
O=C(NCc1ccccc1Cl)c1cnn2cccnc12	-9	-2	2	108	102	2	-2	2.8	102
O=C(CCNC(=O)c1ccccc1Cl)NCCC1=CCCCC1	-6	4	4	106	107	0	0	0.9	102
Cc1c(Cl)c([N+](=O)[O-])nn1CC(=O)N1CCN(C23CC4CC(CC(C4)C2)C3)CC1	-11	8	9	112	103	0	4	3.7	104
Cc1ccccc1C(=O)c1cccn1CC(=O)NCCN1CCN(c2cccc(C)c2C)CC1	8	4	2	104	101	0	7	3.4	97
c1ccc(-c2ccnc3nc(N4CCN(c5ccccc5)CC4)nn23)cc1	-9	2	0	105	23[may fluoresce violet]	2	3	-10	?
CCN1/C(=C2\C(=O)N(c3ccccc3)N=C2C)C=Cc2cc(C)ccc21	23	-5	-20	97	101	4	4	1.3	110
O=C(Nc1c2c(nc3ccccc13)CCCC2)c1ccccc1Br	9	3	6	99	98	1	5	1.3	97
Cc1ccsc1C(=O)N1CCC(CO)(Cc2ccccc2)CC1	7	3	0	80	94	2	-1	-0.1	92
CCCn1c(CNc2ccccc2O)nc2ccccc21	-4	7	4	107	103	0	-3	-0.8	126
CC(C)OP(=O)(OC(C)C)C(NC(=O)c1ccccc1)C(N)=O (stereo not given)	-2	2	1	127	120	0	4	1.2	110
Cc1cc(C)nc(N/N=C/C2=C(N3CCOCC3)C(=C/c3ccccc3)/CC2)n1	-1	10	10	95	95	0	3	-1.4	109
Cc1ccn2cc(C(=O)Nc3ccc4c(c3)OCCO4)nc2c1	-29	2	-2	110	92	0	-1	3.8	96
CCOc1ccc(Cc2noc3c2C(=O)CC(C)(C)C3)cc1OCC	-13	7	3	95	99	1	-1	1.2	92
COC(=O)CC(NC(=O)Nc1ccc(C)cc1)c1cccc([N+](=O)[O-])c1 (stereo not given)	0	1	-5	97	102	0	0	0.4	98
O=C(/C=C/c1ccc(Cl)cc1)Nc1ccc(Br)cn1	13	2	-1	97	93	1	-6	-0.9	96

(continued)
SMILES	VLA-4 inh	BCLXL inh	MCL1-BIM inh	CR mimetic SO	AGP1 TOR yeast	GRK2 aptamer HTS	GLD-1 TGE inh	MEX-5 binding	CIT2-GFP yeast
O=C(Nc1ccc2c(c1)OCCO2)c1cc2sccc2n1Cc1ccccc1	16	-3	-3	105	98	2	1	-1.0	106
Cc1ccc(S(=O)(=O)c2c(C)cc(C)[nH]c2=O)cc1	6	4	2	88	99	1	-7	-0.5	103
CCOc1nc(Nc2ccc(OC)cc2)nc(OCC)n1	8	3	2	104	93	2	0	0.4	92
COc1ccc(CNC(=O)CN2C(=O)NC3(CCCCCC3)C2=O)cc1OC	-4	-7	-6	82	88	0	-1	-3.3	88
CCC1(CC)C(=O)C2=C3C1[C@H](C(=O)OC)C=C(C(=O)OC)C[C@H]3[C@H]1C(=O)N(CC(=O)OC)C(=O)[C@H]1[C@H]2C (stereo not given in full)	7	11	6	107	92	0	1	0.5	94
Cc1cc(C)cc(C(=O)NC(=S)Nc2cccnc2)c1	3	7	7	105	79	1	-1	-1.7	92
O=C(O)c1cccc(NC(=O)c2cc(NC(=O)c3ccccc3)cc(NC(=O)c3ccccc3)c2)c1	-10	12	8	110	96	21	4	-0.9	98
COc1cc(/C=N/N2C(=O)c3ccccc3NC2(C)c2cccc([N+](=O)[O-])c2)cc(Br)c1O (stereo not given)	5	3	2	72	102	0	0	1.2	100
Cc1c(NC(=O)CSc2ccc(Cl)cc2)c(=O)n(-c2ccccc2)n1C	9	2	7	96	96	0	4	1.7	85

Screening data as filed in PubChem BioAssay.
